Screening results from PubChem BioAssay.
MITF inh: blocks human microphthalmia-associated transcription factor; O75030; AlphaScreen MITF homodimerization, bead proximity signal; inhibition, % at 2.6 µM; 0.91% of 650,000 active; AID 1259374; in the data active means inhibition above about 50%;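 further: 0% = vehicle wells with protein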
Target sequence (O75030 whole entry, looked up): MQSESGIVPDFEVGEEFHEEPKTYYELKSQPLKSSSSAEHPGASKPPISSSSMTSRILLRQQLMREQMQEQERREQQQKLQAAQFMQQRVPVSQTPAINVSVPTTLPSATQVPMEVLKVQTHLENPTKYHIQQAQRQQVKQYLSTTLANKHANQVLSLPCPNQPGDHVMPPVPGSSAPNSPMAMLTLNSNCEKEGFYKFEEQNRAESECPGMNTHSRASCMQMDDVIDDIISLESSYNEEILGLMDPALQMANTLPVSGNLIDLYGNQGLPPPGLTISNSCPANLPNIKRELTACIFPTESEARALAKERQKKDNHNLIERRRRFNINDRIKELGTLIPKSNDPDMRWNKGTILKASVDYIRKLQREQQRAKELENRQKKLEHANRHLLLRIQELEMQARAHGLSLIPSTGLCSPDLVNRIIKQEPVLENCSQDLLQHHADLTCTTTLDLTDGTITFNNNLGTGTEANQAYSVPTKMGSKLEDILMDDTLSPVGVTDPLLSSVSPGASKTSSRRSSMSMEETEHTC
GPR151 activ: human GPR151 activation; 1% of 650,000 active; Q8TDV0; PathHunter beta-arrestin GPR151 cells, luminescence; activation, % at 11.2 µM; in the data active means activation above about 4.9%;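 further: 0% = median of compound wells and 100% = cells with positive control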
Target sequence (Q8TDV0 whole entry, looked up): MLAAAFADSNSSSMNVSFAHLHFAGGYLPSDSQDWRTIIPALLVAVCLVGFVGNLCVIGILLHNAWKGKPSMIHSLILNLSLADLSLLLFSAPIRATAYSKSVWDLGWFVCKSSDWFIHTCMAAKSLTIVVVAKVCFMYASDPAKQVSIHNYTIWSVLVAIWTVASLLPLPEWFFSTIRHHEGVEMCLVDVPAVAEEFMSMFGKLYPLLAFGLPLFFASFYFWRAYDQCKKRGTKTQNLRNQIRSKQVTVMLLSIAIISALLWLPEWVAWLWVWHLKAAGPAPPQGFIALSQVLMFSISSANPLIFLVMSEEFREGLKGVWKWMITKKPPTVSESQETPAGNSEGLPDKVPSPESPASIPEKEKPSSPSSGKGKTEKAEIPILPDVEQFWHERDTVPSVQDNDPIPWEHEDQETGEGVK
TEAD-YAP inh: TEAD-YAP interaction inhibition. HEK-TIYL cells, TEAD-Gal4/YAP UAS-luciferase luminescence. inhibition, % at 9.12 µM. 1.4% of 640,000 active. AID 1259422; in the data active means inhibition above about 32%;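 further: 0% = median of test compound wells and 100% = reference inhibitor wells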
FBW7 activator: human FBW7 E3 ligase activation, primary screen; 0.13% of 650,000 active; normalized activity (activation), % at 26.1 µM; AlphaScreen FBW7–phospho-cyclin E peptide binding, activator screen; AID 1259310; in the data active means normalized activity above about 1.9%;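 further: purified mutant Fbw7 with reduced substrate affinity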
Active calls of the source: *. No enrichment for hits; any-hit rate near 3.5%.

SMILES	MITF inh	GPR151 activ	TEAD-YAP inh	FBW7 activator
COC(=O)CC[C@H]1CN(Cc2ccccc2F)CC[C@H]1N1CCN(C)CC1	-1	1.0	7	-0.1
O=C1Nc2ccccc2SC1CC(=O)N1CCc2ccccc2C1 (centres undefined)	-4	-0.1	-14	-0.1
CCOc1ccc(-c2cccc(-c3ccc(OCC)cc3)n2)cc1	4	2.4	5	-0.1
Cc1ccc(N2C(=O)CNC2=S)c(C)c1	10	-0.9	2	0.1
COc1ccc(C(C(=O)Nc2ccc(C(C)C)cc2)N(C)C(=O)c2ccc(=O)[nH]c2)cc1 (centres undefined)	-3	-1.8	7	0.0
COc1ccc(S(=O)(=O)CCC(=O)Nc2ccc(C)cc2Cl)cc1	19	0.4	-6	0.0
CN(/N=C/c1cccc(O)c1)C1=NS(=O)(=O)c2ccccc21	20	-1.4	4	-0.1
CN(CC(O)c1ccccc1)C1CCC(=O)N(Cc2ccc(F)c(F)c2)CC1 (centres undefined)	-9	0.4	-21	0.0
O=C(CCc1n[nH]c(=O)[nH]c1=O)N/N=C/c1ccccc1	-2	-0.2	0	0.0
CNS(=O)(=O)c1cc(-c2nnc3c4ccccc4c(C)nn23)ccc1C	1	0.5	-21	0.1
CCCCOc1ccc(NC(=O)Cn2c(=O)ccc3c(C)cc(C)nc32)cc1	9	-0.2	22	0.2
Cc1cc(Cl)ccc1NC(=O)CN1CCN(C(=O)c2ccco2)CC1	6	1.2	-6	-0.1
COCC(=O)NNC(=O)Nc1ccc(Br)cc1Cl	-4	1.0	3	-0.1
CCOc1ccccc1C(=O)NCCc1cc2c(OC)ccc(OC)c2[nH]c1=O	15	0.1	3	-0.1
CCOc1ccccc1-c1cc(C(=O)O)c2ccccc2n1	9	0.8	3	0.2
CCCn1cc(NC(=O)c2ccc(Br)o2)cn1	-1	-2.6	-51	0.1
CCOc1ccc2nc(NC(=O)C3CC(C)=CCC3C(=O)O)sc2c1 (centres undefined)	9	-1.0	12	0.5
NS(=O)(=O)c1ccc(NC(=S)NC2CCN(Cc3ccccc3)CC2)cc1	13	-0.3	10	-0.2
O=C(Nc1ccc2oc(-c3cccc(Cl)c3)nc2c1)c1cc([N+](=O)[O-])ccc1Cl	-7	1.2	17	-0.1
COc1ccccc1C1NC(=O)NC(C)=C1C(=O)OCc1ccc(C)cc1 (centres undefined)	-5	-0.5	-3	0.2
O=C(OCc1nc2ccccc2s1)C1CCN(C2=NS(=O)(=O)c3ccccc32)CC1	7	5.6*	-6	-0.1
Cc1cc(-c2ccc(S(=O)(=O)N3CCN(C)CC3)cc2)on1	4	0.0	2	-0.1
Cc1cc(NCCN(C(C)C)C(C)C)nc(Nc2ncccn2)n1	8	-1.6	-7	0.3
c1cncc(CCNc2ccc3ncc(-c4cc5ccccc5o4)n3n2)c1	55*	2.4	-4	0.7
COc1cccc(C2c3c(oc4ccccc4c3=O)C(=O)N2c2nc(C)c(C)s2)c1 (centres undefined)	-10	-0.4	-18	0.3

Single records (already shown).
Listed for c1cncc(CCNc2ccc3ncc(-c4cc5ccccc5o4)n3n2)c1 → MITF inh = 55*; GPR151 activ = 2.4; TEAD-YAP inh = -4; FBW7 activator = 0.7
Listed for CCOc1ccccc1C(=O)NCCc1cc2c(OC)ccc(OC)c2[nH]c1=O → MITF inh = 15; GPR151 activ = 0.1; TEAD-YAP inh = 3; FBW7 activator = -0.1

Sorted by molar mass (lowest first): 4 of the compounds above.
SMILES	MITF inh	GPR151 activ	TEAD-YAP inh	FBW7 activator
CCOc1ccccc1-c1cc(C(=O)O)c2ccccc2n1	9	0.8	3	0.2
CCCn1cc(NC(=O)c2ccc(Br)o2)cn1	-1	-2.6	-51	0.1
Cc1cc(Cl)ccc1NC(=O)CN1CCN(C(=O)c2ccco2)CC1	6	1.2	-6	-0.1
O=C(Nc1ccc2oc(-c3cccc(Cl)c3)nc2c1)c1cc([N+](=O)[O-])ccc1Cl	-7	1.2	17	-0.1

The listing picks up; the 2 compounds before the break are reprinted first.
SMILES	MITF inh	GPR151 activ	TEAD-YAP inh	FBW7 activator
c1cncc(CCNc2ccc3ncc(-c4cc5ccccc5o4)n3n2)c1	55*	2.4	-4	0.7
COc1cccc(C2c3c(oc4ccccc4c3=O)C(=O)N2c2nc(C)c(C)s2)c1 (centres undefined)	-10	-0.4	-18	0.3
O=C(O)c1cc(Cl)c2ccccc2c1O	22	-1.7	6	0.5
COc1cc(/C=N/NC(=O)c2cc(Br)ccc2O)cc(OC)c1OC	11	1.6	-1	0.1
O=c1[nH]c(SCc2cccnc2)nc2[nH]ncc12	-4	0.0	-5	0.1
COC(=O)c1ccc(NC(=O)c2cc3cc4c5c(c3oc2=N)CCCN5CCC4)cc1	7	0.1	2	0.3
CCc1nc2sc3c(c2c2nnnn12)CCC3	-7	1.7	4	-0.1
CC(=O)N1CCc2c(sc(NC(=O)CCS(=O)(=O)c3ccccc3)c2C(N)=O)C1	1	-0.5	3	-0.1
O=C(CSc1nnc(NC(=O)Cc2cccs2)s1)NCc1ccccc1Cl	12	1.5	3	0.1
CC(C)N1CCC2(CC1)C(C#N)=C(N)NC(S)=C2C#N	11	-0.6	-8	-0.2
Cc1c(C)n2c(SCc3ccc(Cl)cc3)nnc2[nH]c1=O	1	-0.8	-7	-0.1
COC(=O)[C@@H]1C[C@H](NC(=O)c2cccc3c(C)c(C)[nH]c23)CN1Cc1cc(F)ccc1F	7	-1.0	12	1.1
CC1=C(C(=O)N2CCOCC2)C(c2ccc(N(C)C)cc2)C2=C(CC(C)(C)CC2=O)N1 (centres undefined)	7	1.1	-3	0.0
C=CCOc1ccc(C(=O)Nc2ccc(OC)c(Cl)c2)cc1	46	-4.4	-56	-0.2
CSc1cccc(NC(=O)Nc2ccc(Cl)cc2)c1	-17	1.0	-17	0.0
COc1ccc(NCC(=O)N2c3ccccc3Sc3ccccc32)cc1	6	0.1	1	-0.3
NC(=O)CCC(NC(=O)c1ccc(F)cc1)C(=O)O (centres undefined)	1	0.0	9	0.1
CCN1C(=O)C2C3C=CC(C3=C3C4CC5CC(C4)CC3C5)C2C1=O (centres undefined)	14	-0.1	-1	-0.1
O=C(NC1CC1)c1cnc(Nc2ccc(N3CCOCC3)cc2)s1	8	-2.1	4	0.0
CN1[C@@H](C(=O)N2CCCCCC2)C[C@@H](c2ccc(F)cc2)NS1(=O)=O	7	-0.1	-4	-0.1
COCCn1c(Cc2cccn2C)nnc1SCC(=O)Nc1ccc(C(C)=O)cc1	9	-0.1	9	0.5
O=C(c1ccc(F)c(F)c1)N1CCN(c2cc(N3CCCCCC3)c(F)cc2[N+](=O)[O-])CC1	1	-0.7	3	-0.2
CCCNc1cc(C)nc(Nc2nccc3ccccc23)n1	-7	-0.3	0	-0.2
CCC1=NN2C(=N)/C(=C/c3cn(CCOc4cc(C)ccc4C(C)C)c4ccccc34)C(=O)N=C2S1	-3	0.1	1	0.0
COc1ccc2c(=O)c(-c3ccccc3C)c(C(F)(F)F)oc2c1	13	1.1	-2	0.2
Cn1c(=O)c2c(-c3ccc(F)cc3)c(C#N)c(N)nc2n(C)c1=O	9	0.4	-4	-0.1
COC1CCCCC1NCc1ccc2c(c1)OCO2 (centres undefined)	31	-1.2	-4	0.0
SMILES	MITF inh	GPR151 activ	TEAD-YAP inh	FBW7 activator
CN(C)C(CNCC(=O)NC(=O)Nc1ccc2c(c1)OCCO2)c1ccccc1 (centres undefined)	79*	0.0	55*	-0.2
O=C1CSC(c2ccccc2)N1c1nnc(C23CC4CC(CC(C4)C2)C3)s1 (centres undefined)	13	-0.6	5	0.1
Cc1cc(C)nc(N/N=C/c2cccc(I)c2)n1	21	0.8	-20	-0.4
O=C(CCCN1C(=O)c2cccc3cccc(c23)C1=O)NCC1CCCO1 (centres undefined)	-3	0.9	-13	-0.1
O=C(NC1CCCCC1)c1ccc(F)cc1F	6	0.0	-22	0.2
COC(=O)c1cc(OC)c(OC)c(OC)c1NC(=O)c1cccc(OC)c1	7	-1.1	1	0.0
CCCS(=O)(=O)N1CCCC(c2nnc(C)s2)C1 (centres undefined)	-16	-0.1	-6	-0.1
CC(C)C[C@H]1NC(=O)[C@@H]2C[C@H](NCc3ccc(F)c(F)c3)CN2C1=O	-10	1.5	0	-0.2
CCOC(=O)C1=C(C)N=c2s/c(=C\c3ccc4c(c3)OCO4)c(=O)n2C1c1ccc(OC)cc1OC (centres undefined)	12	-1.4	3	0.2
C#CCOc1cccc(C2C3=C(CC(C)(C)CC3=O)N(C)C3=C2C(=O)CC(C)(C)C3)c1	-7	2.6	6	0.0
O=C(NCCc1ccccc1)C1CCN(C2CCN(Cc3ccccc3O)CC2)CC1	8	-0.2	2	-0.1
C=CC[C@@H]1CC=C[C@@H](C)N1C(=O)CCc1nnc(CCc2ccccc2OC)o1	3	-0.7	-50	0.0
CSc1ncnc2ncn(CC(=O)Nc3ccc(C)c(C)c3)c12	-4	-0.5	1	-0.3
CCOC(=O)N1CCN(C(=O)CSc2nnc3[nH]c(=O)c(C)c(C)n23)CC1	11	0.5	23	0.4
COc1ccc(/C=C2\SC(=S)N(C3CC(=O)N(c4ccccc4)C3=O)C2=O)cc1 (centres undefined)	4	-1.3	4	-0.1
Cc1nc2nc(C)c(CCC(=O)Nc3ccccc3)c(C)n2n1	1	0.5	2	0.0
O=C(Nc1ccc2[nH]c(=O)[nH]c2c1)c1ccc(-c2ccccc2)cc1	11	-0.7	3	0.0
Cc1cc(C)cc(C(=O)Nc2ccc3c(c2)CCCN3S(C)(=O)=O)c1	3	7.7*	-34	-0.1
CCc1c(C)sc(NC(=O)c2cc3n(n2)C(C(F)(F)F)CC(c2ccc(C)cc2)N3)c1C#N (centres undefined)	10	1.0	-1	-0.1
COc1cc(C(=O)Nc2cccc(N3CCCC3=O)c2)cc(OC)c1OC	-15	-1.6	7	-0.2
COc1cc(C(=O)n2nc(C)c(Sc3ccccc3[N+](=O)[O-])c2C)cc(OC)c1OC	15	-1.2	7	0.1
Cc1ccc(C2=NN(C(=O)c3cccnc3)C(O)(C(F)(F)F)C2)cc1 (centres undefined)	3	0.8	3	0.0
N#C/C(=C\c1cccs1)C(=O)Nc1ccc2c(c1)OCCO2	18	-3.8	-3	0.0
Cc1nc2scc(-c3cccs3)c2c(=O)n1-n1cccc1	-3	-0.2	-9	0.1
CCC(=O)Nc1ccc(NC(=S)NC(=O)c2cc(OC)cc(OC)c2)cc1	-11	-0.3	-1	0.1
SMILES	MITF inh	GPR151 activ	TEAD-YAP inh	FBW7 activator
COc1ccc(OC)c(-n2c(=S)[nH]c3c(sc(=S)n3-c3ccc(C)c(C)c3)c2=O)c1	6	-1.4	-1	0.1
O=C1c2cccc3cccc(c23)C(=O)N1Cc1nnc(SC/C=C/c2ccccc2)n1-c1ccccc1	5	-0.5	7	0.0
CC12CC(c3ccccc3O1)C(C(=O)Nc1ccc(F)cc1)C(=O)N2 (centres undefined)	-2	0.2	-1	0.0
CC(C)N(CCO)c1nc2nonc2nc1NCc1ccccc1	3	-0.1	-2	-0.1
CCCCCCCC(=O)NNC(=O)c1ccc(Br)cc1	-5	0.9	12	0.0
COc1cc(NC(=O)c2sc3[nH]c(=O)c(C(=O)O)cc3c2N)c(OC)cc1Cl	1	-0.8	-6	0.0
CN=C(Nc1cc(C)nn1CCC#N)c1ccccc1F	-4	3.2	-3	0.1
CC(C)(C)C1(C)OC(=O)C(=C/C=C/c2ccccc2)C(=O)O1 (centres undefined)	23	1.5	-8	-0.1
Cc1ccc(CNC(=O)CN2CCC(c3nc4ccccc4[nH]3)CC2)cc1	8	-2.5	14	0.0
CC(=O)NC(CC(=O)Nc1ccc(C#N)cc1)c1ccccc1 (centres undefined)	-5	1.6	-7	-0.1
Cc1ccc(C)c(-n2c(=O)c(C#N)cc3c(=O)n4cc(C)ccc4nc32)c1	-2	0.2	0	0.1
CCOC(=O)c1ccc(NC(=O)CN2C(=O)C3C4C=CC(C5CC45)C3C2=O)cc1 (centres undefined)	25	7.0*	5	0.9
COC(=O)C1=C(C(C)=O)C(c2ccc(OC)cc2OC)n2nnnc2N1 (centres undefined)	21	0.7	2	0.2
O=C(Cn1cc(NC(=O)c2ccccc2F)cn1)NCCCn1ncc2ccccc21	3	0.0	17	0.3
CCC(=O)Nc1sc2c(c1C#N)CCC2	3	-0.5	-6	0.1
Cc1ccc(C2=NS(=O)(=O)N(C)C(C(=O)NCC(C)C)=C2)cc1	4	1.7	0	-0.1
O=C1N[C@@H](Cc2ccc(O)cc2)C(=O)N2CCN(Cc3ccccn3)C[C@H]12	13	-1.2	4	0.0
O=C(CCc1ccccc1)NNS(=O)(=O)c1ccccc1[N+](=O)[O-]	1	0.9	-12	-0.1
CCc1ccc(NC(=O)c2cccc3c2C(=O)N(Cc2cccnc2)C3)cc1	21	0.1	-27	0.1
c1coc(-c2nnc(NC3=NCCC3)o2)c1	-3	-4.9	-56	0.2
CC1CC(C)CN(S(=O)(=O)c2ccc3[nH]cc(C(=O)NCc4ccc(F)cc4)c(=O)c3c2)C1 (centres undefined)	5	0.1	4	-0.1
CCCCC(CC)CNC(=O)CCC(=O)O (centres undefined)	2	-0.1	5	0.3
COC(=O)C1=NNC2(C)C(=O)N(c3ccc(C)c(C)c3)C(=O)C12 (centres undefined)	-8	0.9	2	-0.1

Some of the entries above in a different format.
compound,MITF inh,GPR151 activ,TEAD-YAP inh,FBW7 activator
CCCCCCCC(=O)NNC(=O)c1ccc(Br)cc1,-5,0.9,12,0.0
COc1cc(NC(=O)c2sc3[nH]c(=O)c(C(=O)O)cc3c2N)c(OC)cc1Cl,1,-0.8,-6,0.0
CN=C(Nc1cc(C)nn1CCC#N)c1ccccc1F,-4,3.2,-3,0.1
CC(C)(C)C1(C)OC(=O)C(=C/C=C/c2ccccc2)C(=O)O1 (centres undefined),23,1.5,-8,-0.1
Cc1ccc(CNC(=O)CN2CCC(c3nc4ccccc4[nH]3)CC2)cc1,8,-2.5,14,0.0
